NPY2 pot ag: potentiators or agonists of human neuropeptide Y receptor Y2; cells expressing NPY-Y2, potentiator/agonist read-out; actives 0.45% (n = 220,000); P49146; activation, % at 3.6 µM; in the data active = activation above about 27%;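 also: cells stimulated with NPY near EC25 plus isoproterenol at EC100; 0% = vehicle plus submaximal agonist and 100% = vehicle plus saturating agonist; some results beyond the cut were filed as inactive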
Target sequence (P49146 whole entry, looked up): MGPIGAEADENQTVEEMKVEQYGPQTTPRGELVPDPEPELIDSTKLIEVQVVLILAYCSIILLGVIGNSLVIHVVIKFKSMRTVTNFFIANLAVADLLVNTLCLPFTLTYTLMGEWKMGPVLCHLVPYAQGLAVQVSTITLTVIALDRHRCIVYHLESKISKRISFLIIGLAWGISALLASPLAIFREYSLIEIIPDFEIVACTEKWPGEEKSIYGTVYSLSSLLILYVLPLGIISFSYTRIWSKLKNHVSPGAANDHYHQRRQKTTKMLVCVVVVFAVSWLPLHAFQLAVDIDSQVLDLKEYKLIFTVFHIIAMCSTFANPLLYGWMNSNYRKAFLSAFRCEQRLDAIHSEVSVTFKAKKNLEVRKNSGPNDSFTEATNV
BaF3 tox: parental Ba/F3 viability inhibition as JAK2V617F counter-screen; CellTiter-Glo ATP luminescence; inhibition, % at 5.6 µM; actives 1.1% (n = 220,000); AID 1486;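 active = inhibition above a per-campaign cutoff, the mean inhibition of all tested compounds plus 3 SD, cut at about 27% in these data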;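 also: 0% = DMSO wells and 100% = JAK Inhibitor I control wells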
S1P4 agonist: human S1P4 receptor agonism; O95977; S1P4-expressing cell line, agonist reporter assay; activation, % at 4.98 µM; actives 0.35% (n = 220,000); in the data active = activation above about 11%;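 also: 0% = DMSO vehicle and 100% = reference agonist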
Target sequence (O95977 whole entry, looked up): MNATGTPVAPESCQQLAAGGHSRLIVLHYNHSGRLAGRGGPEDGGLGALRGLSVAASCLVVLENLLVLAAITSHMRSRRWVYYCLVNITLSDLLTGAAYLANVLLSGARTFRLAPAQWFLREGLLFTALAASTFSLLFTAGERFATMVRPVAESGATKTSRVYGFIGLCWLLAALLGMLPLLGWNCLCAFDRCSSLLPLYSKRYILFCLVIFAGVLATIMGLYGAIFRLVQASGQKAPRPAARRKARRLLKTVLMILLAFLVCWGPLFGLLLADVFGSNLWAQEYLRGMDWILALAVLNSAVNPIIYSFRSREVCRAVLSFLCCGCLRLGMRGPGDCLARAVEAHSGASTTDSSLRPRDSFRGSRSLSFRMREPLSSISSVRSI
S1P4 antag: blocks the human S1P4 receptor. O95977. actives 0.26% (n = 220,000). S1P4-expressing cells, antagonist mode, reporter read-out. inhibition, % at 4.98 µM; in the data active = inhibition above about 29%;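 also: 0% = wells stimulated with agonist and 100% = vehicle wells without agonist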
NCF1 inh: p47phox (human) inhibition | P14598 | p47phox/p22phox peptide binding, fluorescence polarization, 2 h | inhibition, % at 24.7 µM | actives 0.53% (n = 220,000);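 active = inhibition above about 30%, limit read from the data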;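 also: 0% = p47phox with labelled peptide and 100% = labelled peptide alone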
CHOP inh: inhibitors of CHOP induction in ER stress response | CHO-K1 CHOP-promoter luciferase, tunicamycin-induced, 15-18 h | inhibition, % at 10 µM | actives 3.8% (n = 220,000) | AID 2732;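 active = compounds that reduced the stress-induced luciferase reporter signal by more than about 70% of percent inhibition, limit read from the data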;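 also: 0% = tunicamycin plus vehicle and 100% = wells without tunicamycin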
Ba/F3 V617F tox: loss of viability in JAK2V617F-driven Ba/F3 cells; inhibition, % at 5.6 µM; actives 1.1% (n = 220,000); Ba/F3 EpoR-JAK2V617F viability, ATP luminescence;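 active = inhibition above the campaign mean plus 3 SD over all tested compounds, cut at about 24% in these data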;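 also: cytokine-independent growth of Ba/F3 cells driven by EpoR plus mutant JAK2; 0% = DMSO-treated cells and 100% = JAK inhibitor I control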
NPY Y1 blocker: NPY-Y1 (human) receptor antagonism. P25929. HEK293-CNG Y1 cells, membrane potential fluorescence; NPY at EC95, then isoproterenol. inhibition, % at 3.6 µM. actives 1% (n = 200,000). AID 1040;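 active = inhibition above the campaign mean inhibition of all tested compounds plus 3 SD, cut at about 20% in these data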;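 also: 0% = DMSO wells given NPY plus isoproterenol and 100% = isoproterenol alone without NPY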
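System: HEK293 cells with Y1 receptor plus CNG channel / Probe or stimulus: NPY 25 nM then isoproterenol 1 µM plus Ro 20-1724 25 µM / Compound: one concentration, 3.6 µM, in 0.4% DMSO / Schedule: compound incubation 1 h at room temperature, readout 45 min post-stimulation / Measured by: membrane potential fluorescence / Read-out: % inhibition of NPY effect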
NPY-Y1 PAM-ag: potentiators or agonists of human neuropeptide Y receptor Y1 | activation, % at 3.6 µM | NPY-Y1 expressing cells, potentiator/agonist activation | P25929 | actives 0.37% (n = 220,000); in the data active = activation above about 33%, passing the limit was not always enough;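 also: cells stimulated with NPY at EC10 then isoproterenol at EC100; 0% = low agonist plus stimulus and 100% = saturating agonist plus stimulus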
* = called active by the depositor; · = not tested or not shown; & = joins results of further samples.

SMILES	NPY2 pot ag	BaF3 tox	S1P4 agonist	S1P4 antag	NCF1 inh	CHOP inh	Ba/F3 V617F tox	NPY Y1 blocker	NPY-Y1 PAM-ag
COc1cc(C=O)ccc1OC(=O)c1ccc(C(C)C)cc1	-9.1	8.7	-0.8	-6.5	-8.2	23.8	1.2	0.8	-3.1
COc1ccc(Sc2cc(C(F)(F)F)nc(-c3ccccn3)n2)cc1	-4.3	6.1	-1.3	-14.4	0.2	82.7*	0.6	10.1	-27.2
CCCCNC(=O)C1CCCN1C(=O)Nc1cccc(OC)c1 (centres undefined)	-4.8	4.6	0.6	3.6	-4.3	2.6	-0.2	-3.8	6.0
CC1(C)CC(=O)C=C(N=CC2=C(O)CC(C)(C)CC2=O)C1	-2.7	4.7	1.5	-1.6	0.6	-9.8	-0.1	7.5	-9.8
CCN(CC)c1ccc(C(=O)O)cc1	-12.5	-0.6	-1.8	-24.0	-4.4	2.3	12.3	0.8	-3.6
O=C(COc1ccccc1)Nc1ccc(-c2nnc(-c3ccco3)o2)cc1	11.5	4.1	-0.3	-2.5	5.7	-22.2	1.6	3.7	2.5
N#C/C(=C\c1ccc(O)c(O)c1)C(=O)NCCCc1ccccc1	8.1	4.4	-0.4	-13.3	-6.5	-3.4&3.0	55.5*	-3.3	11.9
O=C(NCCCc1ccccc1)Nc1cccc(Cl)c1	0.0	2.5	-0.4	-5.7	-2.4	42.7	4.7	5.6	5.1
Cc1ccc(C)c(NC(=O)CN(C)S(=O)(=O)c2cccc3cccnc23)c1	10.0	3.0	0.5	9.6	0.7	-1.7	-0.6	·	0.0
CC(=O)Sc1nc(-c2ccccc2)[nH]c1S(=O)(=O)c1ccc(C)cc1	6.4	9.3	-1.5	-10.4	-6.7	-15.6	-0.5	2.0	21.4
CC1CCc2sc(C(=O)Nc3ccc(C(N)=O)cc3)cc2C1 (centres undefined)	-1.5	-2.5	0.2	-18.7	-18.9	21.4	-3.4	·	20.4
CC(O)CNc1cnccn1 (centres undefined)	-10.2	2.6	0.7	-4.3	3.0	24.6	3.9	14.8	5.0

The last 2 entries of the part above are carried over, then new ones follow:
SMILES	NPY2 pot ag	BaF3 tox	S1P4 agonist	S1P4 antag	NCF1 inh	CHOP inh	Ba/F3 V617F tox	NPY Y1 blocker	NPY-Y1 PAM-ag
CC1CCc2sc(C(=O)Nc3ccc(C(N)=O)cc3)cc2C1 (centres undefined)	-1.5	-2.5	0.2	-18.7	-18.9	21.4	-3.4	·	20.4
CC(O)CNc1cnccn1 (centres undefined)	-10.2	2.6	0.7	-4.3	3.0	24.6	3.9	14.8	5.0
CC(=O)Nc1ccc(Oc2cnccn2)cc1	4.7	8.2	-0.7	-6.8	-10.6	-0.9	-0.2	-1.1	-5.5
c1ccc2cc(Sc3ncnc4c3oc3ccccc34)ccc2c1	-8.9	-0.7	0.2	-5.3	5.0	31.2	-4.5	0.8	4.3
Nc1nc2ccccc2n1/N=C/c1ccc(Br)cc1	-25.8	6.4	-1.8	7.1	-18.6	27.2	0.8	11.4	-22.2
CCOc1cccc2cc(C(N)=O)c(=NCc3ccccc3)oc12	-5.0	3.3	0.4	-7.0	-74.5	55.7	0.3	11.1	12.5
Cc1scc(C(=O)NCc2ccco2)c1-c1ccccc1	-5.7	5.8	-2.0	-9.2	-7.5	-19.1	-2.3	-1.0	8.9
O=c1c([N+](=O)[O-])cc(C(F)(F)F)cn1Cc1c(Cl)cccc1Cl	9.3	4.0	-0.7	-8.6	-12.9	37.4	1.5	-2.4	4.8
C/C(N)=C(/C#N)C(=O)COC(=O)c1ccc(C#N)cc1	-2.1	5.6	0.0	-4.9	-1.1	-2.0	-0.8	-2.3	13.0
O=c1nc(SCc2ccccc2Cl)nc(-c2ccc(Cl)cc2)[nH]1	-17.8	0.0	1.7	1.0	-8.8	44.4	-0.4	·	-9.0
Cc1cc(Nc2ccccc2C(=O)O)n(-c2cccc(Cl)c2)n1	-7.4	2.4	0.4	-4.7	-16.2	3.9	-2.6	·	0.2
O=C(CN1CCN(Cc2ccccc2Cl)C1=O)NCc1ccco1	-4.3	6.5	-2.2	-0.3	-9.9	12.2	-2.3	4.8	9.9
CC1Cc2cc(/C(O)=C3/C(=O)C(=O)N(CCN4CCOCC4)C3c3ccc(C(C)C)cc3)ccc2O1 (centres undefined)	1.9	1.0	2.4	-37.7	-11.6	-3.6	-5.4	·	2.1
CCN(CC(=O)Nc1ccc(N2CCOCC2)cc1)Cc1nc2ccccc2c(=O)[nH]1	8.7	0.3	0.0	-18.1	-159.6	-14.3	-0.3	-3.9	11.7
FC(F)(F)c1cnc(-c2cnc3c(-c4ccc(Cl)cc4)cnn3c2)c(Cl)c1	0.5	1.8	0.0	-16.0	-5.4	40.8	0.1	4.0	-25.2
Cc1ccc(OCCn2cnc(Cl)c2Cl)cc1	-11.8	1.3	1.6	-5.7	-5.2	13.2	0.5	3.8	13.3
O=C1CCC/C(=N/NC(=O)C2CCN(S(=O)(=O)c3cccs3)CC2)C1	7.2	0.6	-0.3	8.0	0.9	-11.9	1.4	-1.0	-6.0
O=C(NCCSc1c[nH]c2ccccc12)c1ccc(Br)o1	2.1	6.3	0.8	4.4	-21.2	·	3.1	2.1	8.9
O=C1c2ccccc2NC(c2ccc(-c3ccc(Br)cc3)o2)N1O (centres undefined)	16.8	3.5	-1.4	11.6	-8.3	63.2	-0.2	-2.6	17.9
Cc1cccc(C(c2c(C)nn(-c3ccccc3)c2N)c2c(C)nn(-c3ccccc3)c2N)c1	-1.4	3.8	-0.8	-15.1	4.8	27.6	-1.6	5.5	10.7
COc1ccccc1N(Cc1cc(=O)[nH]c2ccccc12)C(=O)c1ccc([N+](=O)[O-])cc1	4.4	4.4	1.3	-2.7	-4.8	15.3	-5.5	·	17.8
Cc1ccc(S(=O)(=O)N(CC(O)CN(C)C)c2ccccc2)cc1 (centres undefined)	-12.6	6.4	1.3	-10.2	-6.8	-17.7	2.5	3.3	4.5
Cc1ccc(NC(=O)CN2CCC3(O)CCCCC3C2c2ccc3c(c2)OCO3)c(C)c1 (centres undefined)	-13.9	1.4	-1.6	7.9	-10.6	18.7	0.1	12.2	-13.1
CC(=O)Nc1nc2ccccc2n1Cc1ccccc1	4.6	-1.2	0.5	-10.1	-9.2	-30.5	-2.6	-0.5	32.8
Cc1ccccc1C(=O)NC(C(N)=O)P(=O)(OC(C)C)OC(C)C (centres undefined)	2.9	-0.8	0.6	-1.0	-3.7	11.3	-0.2	·	-6.8
Cn1c(=O)c2c(nc(NCCOc3ccc(C(C)(C)C)cc3)n2C)n(C)c1=O	6.8	-0.5	0.4	-13.0	-7.4	59.6	0.3	5.8	-8.2
O=C(CSc1nnc(C2CC2)n1-c1ccccc1)NCCc1ccc(F)cc1	-11.8	-0.3	3.1	-12.9	-9.8	13.5	-2.7	2.4	-6.7
Cc1cnc(CN(C)Cc2nc(Cc3cccc(C(F)(F)F)c3)no2)[nH]1	-2.0	7.0	0.7	9.9	-9.2	12.4	3.4	2.2	-0.7
O=c1c2[nH]c3ccc(F)cc3c2ncn1CCC1=CCCCC1	-14.3	-2.2	0.7	4.0	-18.6	-12.9	-1.5	·	14.8
CCCNC(=O)OC[C@H]1O[C@H](CCO/N=C/C[C@@H]2C=C[C@H](OC(C)=O)[C@@H](COC(C)=O)O2)C=C[C@@H]1Oc1ccc(OC)cc1	16.5	7.0	-1.0	6.7	-8.5	24.2	6.7	-1.8	0.6
CC1(C)Cc2ccccc2C(NNC(=O)c2ccccn2)=N1	8.7	8.1	0.6	-10.2	-5.4	6.4	1.9	1.3	2.7
C/C(O)=C/c1nc2ccccc2[nH]c1=O	-2.3	0.5	-0.7	-7.1	-14.7	-22.2	-0.7	0.2	-5.0
CC(C)(C)c1cc(C(=O)N/N=C/c2ccccn2)n[nH]1	1.4	0.1	0.8	10.3	4.2	-9.2	-0.4	·	-5.9
C=CCN(CC=C)S(=O)(=O)c1ccc(NC(=S)NC(=O)c2ccc(-c3ccccc3)cc2)cc1	-13.7	3.0	0.3	0.7	-27.8	51.3	-2.2	2.5	-16.7
Cc1csc(SCCN2C(=O)c3ccccc3C2=O)n1	-1.8	4.8	-0.6	13.4	-6.7	18.9	-4.7	-3.6	13.9
O=C(NCc1ccc2c(c1)OCO2)C1CCN(C(=O)Nc2ccc(Cl)cc2)CC1	20.2	9.9	1.1	1.0	-10.6	-15.6	2.7	-3.9	-0.6
CCC(NC(=O)c1ccccc1NC(=O)c1ccccc1)C(=O)OC (centres undefined)	-10.2	8.2	0.9	-9.8	0.0	4.9	3.1	-1.6	-1.7
Cc1cc(NC(=O)C2CC2)ncc1NC(=O)C12CC3CC(CC(C3)C1)C2	-12.2	4.3	-0.5	-3.8	-5.8	9.6	-2.2	-1.1	5.2
O=C(O)/C(=C\c1ccccc1Cl)c1ccc(S(=O)(=O)N2CCCCC2)s1	-4.1	4.1	0.3	-8.4	-0.4	7.6	-0.8	7.5	-16.1
COCCCn1c(C)csc1=Nc1cccnc1	12.1	7.1	-1.0	-8.0	-3.8	21.5	-2.5	-0.8	-6.4
Cc1cc([N+](=O)[O-])ccc1NCc1cccc2ccccc12	-29.0	9.2	-2.9	-9.4	·	·	-1.9	-2.4	-2.8
Cc1ccc(OCCC(=O)OCC(=O)C(C)(C)C)cc1	-27.9	-1.2	-1.9	-14.7	-4.5	63.3	3.8	17.1	3.0
Cc1ccc(-c2n[nH]c(=S)n2/N=C/c2ccc(C)s2)cc1	-10.4	1.5	0.1	-13.1	-5.7	47.8	-2.3	5.9	-4.6
COc1ccc(C2CC(=O)c3cnc(NC(=O)c4cc(OC)cc(OC)c4)nc3C2)cc1 (centres undefined)	6.2	0.5	0.5	-8.8	-26.4	22.8	-2.6	8.6	-15.8
O=C(O)c1cc2nccc(-c3ccco3)n2n1	12.3	-2.7	-0.1	3.1	-14.0	-1.9	-2.9	·	24.6
CCOc1cc(/C=N\NC(=O)c2ccc(C)nc2)cc([N+](=O)[O-])c1O	-10.2	-0.6	1.1	-17.2	-30.2	0.6	-0.3	0.9	-1.9
COc1ccccc1-c1ccc(SCc2ccc([N+](=O)[O-])cc2)nn1	3.8	2.5	-0.2	-8.5	-13.6	5.5	-0.7	4.4	-6.2
O=C(CSc1nc2ncccc2[nH]1)NCCc1ccccc1	0.5	1.2	4.5	8.6	19.0	41.8	-4.5	3.3	10.7
CCNC(=O)N(C)c1nncnc1C(=O)NC	-10.5	4.4	0.3	0.2	3.4	-0.9	6.2	-2.1	-15.0
O=C(c1cc(F)ccc1F)C1CCCN(C(=O)c2ccc(F)cc2Cl)C1 (centres undefined)	14.3	-0.4	0.9	-26.8	2.9	50.7	-0.5	2.7	-1.0
CC(C)NC(=O)C(=O)N/N=C/c1ccco1	5.8	-2.9	-0.8	-68.1	-12.9	13.7	-1.0	2.5	-5.6
O=C1CN(CC(=O)Nc2cccc(Cl)c2Cl)c2ccccc2N1	3.1	8.7	4.2	7.9	37.3*	-11.2	0.7	2.1	4.3
Nc1c(Cl)ncnc1N/N=C/c1ccccn1	13.6	6.2	1.2	-8.6	10.2	68.3	4.9	7.5	3.5
O=C1Nc2ccc3sc4ccccc4c3c2C1=O	-14.7	-7.7	-1.3	-1.2	7.8	1.6	-0.1	·	-3.1
Cc1noc(C)c1C(=O)NCCCc1ccccc1	-3.9	6.8	-0.6	-14.7	-7.5	12.8	1.4	8.4	-15.4

Source: PubChem BioAssay (several laboratories)
